# SK-BR-3 tox 24h – SK-BR-3 proliferation inhibitors; SK-BR-3 viability, CellTiter-Glo ATP luminescence, 24 h; hits give low values; viability, % at 10 µM; 0.47% of 41,000 active; AID 847;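 active = viability at or below the median of all test compounds minus 3 SD, in both replicates if run twice, cut at about 45% in these data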;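 also: 100% = median untreated cell wells and 0% = median positive control drug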
# * hit, by the source's call. A portion of the library. The share of hits here may be higher or lower than overall.
# Preview, 6 compounds:
SMILES	SK-BR-3 tox 24h
CCOc1cc(NC(=O)c2ccco2)c(OCC)cc1NC(=O)COc1ccccc1C	108
CCOc1ccc(N2CC(C(=O)NC(C)C)CC2=O)cc1 (stereo unspecified)	87
CC1CCc2cc(F)ccc2N1C(=O)c1cc2nc(-c3ccco3)cc(C(F)(F)F)n2n1 (stereo unspecified)	78
CCOC(=O)c1cccc(NC(=O)CN(c2ccc(OC)cc2)S(=O)(=O)c2c(C)noc2C)c1	90
CSc1nnc(N(CCC#N)CCC#N)s1	106
CCn1nnc(NC(=O)CSc2ccc(Cl)cc2)n1	94

# This part in full, from the first entry:
SMILES	SK-BR-3 tox 24h
CCOc1cc(NC(=O)c2ccco2)c(OCC)cc1NC(=O)COc1ccccc1C	108
CCOc1ccc(N2CC(C(=O)NC(C)C)CC2=O)cc1 (stereo unspecified)	87
CC1CCc2cc(F)ccc2N1C(=O)c1cc2nc(-c3ccco3)cc(C(F)(F)F)n2n1 (stereo unspecified)	78
CCOC(=O)c1cccc(NC(=O)CN(c2ccc(OC)cc2)S(=O)(=O)c2c(C)noc2C)c1	90
CSc1nnc(N(CCC#N)CCC#N)s1	106
CCn1nnc(NC(=O)CSc2ccc(Cl)cc2)n1	94
CCCNC(=O)N(C)c1nncnc1C(=O)NC	126
COc1ccc(N2CC(C(=O)NCc3ccccc3)CC2=O)cc1 (stereo unspecified)	92
CC(=O)N(CCCN(C)C)CCC(C)CCC=C(C)C (stereo unspecified)	107
CCOC(=O)N1CCN(C(=O)CCCn2nc(C)c3sc4ccccc4c3c2=O)CC1	92
O=C(Cn1c(NCCCO)nc2ccccc21)c1ccco1	96
COC(=O)C1=C(C)NC(=O)C1(NC(=O)CN1CCCC1=O)C(F)(F)F (stereo unspecified)	99
Cc1ccc(C2C3=C(CC(C)(C)CC3=O)N(CCN3CCOCC3)C3=C2C(=O)CC(C)(C)C3)cc1	95
CCNC(=O)CSc1nc2ccccc2c(=O)n1OC	93
CC(=O)NC1(C(F)(F)F)C(=O)Nc2c1c(=O)n(C)c(=O)n2C (stereo unspecified)	109
Cc1cc(=O)[nH]c2c(C)c(N)ccc12	101
Cc1[nH]n2c(=O)cc(C(C)C)nc2c1-c1ccccc1	70
CC(=O)OC(C)C[N+](C)(C)C (stereo unspecified)	85
CCOC(=O)Nc1cc2c(C)cc(=O)oc2cc1C	89
O=P(c1ccccc1)(c1ccccc1)C(c1ccco1)N1CCOCC1 (stereo unspecified)	102
O=C(Cn1nnc(-c2ccc3c(c2)OCO3)n1)N1CCOCC1	95
COc1ccccc1N1CCN(S(=O)(=O)c2ccccc2F)CC1	81
Cc1ccc(-c2nnc(SCC(=O)Nc3ccc(S(=O)(=O)N4CCCCCC4)cc3)o2)cc1	76
CC(C)C12CN3CC(C(C)C)(CN(C1)C31C(=O)Nc3ccccc31)C2=O (stereo unspecified)	79
O=C(CSc1nnc(Cc2ccccc2)o1)Nc1ccc(Br)cn1	80
Cc1cc(C)c(S(=O)(=O)N(C)Cc2cnn(C)c2)c(C)c1	74
COC(=O)c1cc2c(=O)n3ccccc3nc2n(C(C)C)c1=N	74
O=C(O)c1ccccc1C(=O)Nc1n[nH]c(=S)s1	117
O=C(NCc1cccnc1)c1c(F)c(F)c(F)c(F)c1F	83
Clc1ccccc1-c1nnc2sc(-c3ccc4c(c3)OCO4)nn12	99
C[C@H](N)c1nnc(SCc2ccc(Cl)cc2Cl)o1	77
COC(=O)c1cn(CC(=O)N2CCCCCC2)c2ccccc12	95
Cc1nnc(SCC(=O)Nc2nc3c(s2)CC(C)CC3)s1 (stereo unspecified)	86
N#Cc1c(N)n(CCOC(=O)c2ccc(Cl)cc2)c2nc3ccccc3nc12	103
CCOC(=O)C1=C(C)NC(C)=C(C(=O)OCC)C1C1=COCCO1	89
O=c1cc2n(c(=O)[nH]1)CCC1=C2CCCC1	88
CCOC(=O)C1=C(C)Nc2ccccc2N=C1NC(=O)CCCN1C(=O)c2ccccc2C1=O	86
COC(=O)Cn1nnc(-c2cccc(OC)c2)n1	95
Cn1c(C(=O)NCc2ccco2)cc2c(=O)[nH]c3ccccc3c21	90
Cc1ccc(-n2ncc3c(=O)n(CC(=O)NCc4ccco4)cnc32)cc1	112
CCOC(=O)c1sc(=NC(=O)c2cccc(OC)c2)n(C)c1C	88
Cc1cccc(OCc2nnc(SCC(=O)Nc3ccc(C)c(C)c3)o2)c1	75
C=CCn1c(O)c(CN2CCOCC2)c(C)c(C#N)c1=O	85
CCOC(=O)N1CCN(C2OC(=O)c3ccccc32)CC1 (stereo unspecified)	113
COc1ccc(-c2noc(CCC(N)=O)n2)cc1OC	82
COc1ccccc1-c1cc(C(=O)Nc2ccc(F)cc2F)no1	101
CCc1ccccc1NC(=O)Cn1nnc(-c2cccnc2)n1	95
COCC(=O)NCCNc1nc2ccc(C)cc2cc1C	100
COc1ccccc1N1CCN(C(=O)CSc2nnc(NC(=O)c3ccco3)s2)CC1	85
CC1=CC(C#N)(C#N)C(C#N)(C#N)C(c2ccccc2)N1 (stereo unspecified)	97
CC(=O)Nc1ccc(N=Cc2ccc[nH]2)cc1	101
O=C(CN1CCCC1)NCC1(c2ccccc2)CCOCC1	119
CC(C)c1nnc(NC(=O)c2cccc(-n3cnnn3)c2)s1	116
O=P(/C(=N/O)Sc1ccccc1)(N1CCOCC1)N1CCOCC1	98
CCN(CC)C(=O)CSc1nnc([C@H](CCSC)NC(=O)OC(C)(C)C)o1	74
CCOC(=O)C1CCCN(c2nc3ccccc3nc2C(C#N)C(=O)OCCOC)C1 (stereo unspecified)	96
CC(C)(C)c1ccc(-c2conc2N)cc1	89
C=CCn1c(SCC(N)=O)nnc1-c1ccccc1O	104
COC(=O)Nc1nc2ccc(Sc3ccccc3)cc2[nH]1	81
CCOC(=O)CSc1nnc(-c2cccnc2)n1Cc1ccccc1	92

# The list goes on:
SMILES	SK-BR-3 tox 24h
COC(=O)Cn1c(=O)c2c(nc(Br)n2CC(=O)OC)n(C)c1=O	92
CC12CC(c3ccccc3O1)N(C(=O)c1ccco1)C(=O)N2c1ccccc1 (stereo unspecified)	80
COc1cc(-c2nc(-c3cccc(C)c3)no2)cc(OC)c1OC	107
CCN(Cc1ccccc1)C(c1ccccn1)c1nnnn1C(C)(C)CC (stereo unspecified)	86
COc1ccc(C(CNC(=O)C2CC(=O)N(Cc3ccc(C)cc3)C2)N(C)C)cc1 (stereo unspecified)	107
O=C(NCCN1C(=O)CSC1=O)C1CC(=O)N(c2ccccc2)C1 (stereo unspecified)	90
O=C1c2oc3ccccc3c(=O)c2C(c2ccc(Br)cc2)N1c1ncccn1 (stereo unspecified)	89
CC(CCN(C)C)OC(=O)c1ccc(C(C)c2ccccc2)o1 (stereo unspecified)	82
CCN(C(=O)Cc1cccs1)c1nnc(-c2cccnc2)s1	88
N#Cc1nc(N2CCCCC2)nc(N2CCOCC2)n1	88
CCSCc1nnc(SCC(=O)c2ccc(OC)cc2)n1C	92
CCC(=O)Nc1cc2nn(-c3ccccc3)nc2cc1Cl	87
CCCCC(=O)Nc1ccc(NC(=O)C2CC2)nc1	89
CCOC(=O)c1sc(NC(=O)CSc2nnc(-c3ccc(OC)cc3)n2CCOC)nc1C	86
O=C(NC12CC3CC(CC(C3)C1)C2)c1cnccn1	89
CCc1nc2n[nH]c(N)c2c2c1CCCC2	84
COc1ccc(C2CC(c3ccc(Cl)cc3)Nc3nc(NC(=O)c4ccco4)nn32)cc1 (stereo unspecified)	83
CC1(C)Cc2c(C#N)c(N3CCOCC3)nc(-c3ccccc3)c2CO1	83
O=C(CN1CCN(c2ccccn2)CC1)N(c1ccccc1)c1ccc2ccccc2c1	79
O=S(=O)(c1cccs1)N1CCN(Cc2ccccc2)CC1	90
CCOC(=O)c1ccc(Nc2ncnc3c2cnn3C)cc1	84
COc1ccc(CCCc2nnc(SCC(=O)Nc3nc(C)cs3)n2C)cc1C	124
CC(=O)N1CN(C2CCCC2)Cc2c1sc1c2CCCC1	56
Cc1ccc(NC2=NC(c3ccco3)n3c(nc(C)cc3=O)N2)c(C)c1 (stereo unspecified)	90
c1ccc(OCCSc2ncnc3nc[nH]c23)cc1	98
O=C(COC(=O)c1ccccc1NC(=O)c1ccco1)Nc1ccc2c(c1)OCO2	98
CC1Oc2ccccc2N(Cc2cccnc2)C1=O (stereo unspecified)	146
COc1ccc(-c2nc(-c3cccc(C)c3)no2)cc1OC	93
c1ccc(-n2ncc3c(NCc4ccc5c(c4)OCO5)ncnc32)cc1	90
CSc1nc2sc3c(c2c2nncn12)CCC3	86
O=C(c1csc2ccccc12)n1cccn1	101
N#Cc1c(N)nc2c(c1-c1ccc3c(c1)OCO3)CCCCCC2	91
O=C(Cn1c(=O)sc2ccccc21)Nc1ccc2c(c1)OCCO2	78
N#Cc1ccccc1NC(=O)CSc1nnc(-c2ccccc2O)n1-c1ccccc1	80
C/C(Cl)=C\Cn1c(Nc2ccc(C)cc2)nc2c1c(=O)n(C)c(=O)n2C	81
Cc1ccc(OS(=O)Nc2cccc3nccnc23)cc1 (stereo unspecified)	87
CSc1nnc2c(n1)OC(c1cccn1C)N(C(C)=O)c1ccccc1-2 (stereo unspecified)	79
Cc1ccc(C)n1-c1ccc(N2CCOCC2)cc1	85
CCOc1cccc(=O)c2c(C)n(CC3CCCO3)c(C)c12 (stereo unspecified)	79
Cc1ccc(OCc2nnc(SCC(=O)C(C)(C)C)n2Cc2ccco2)cc1	84
CCCCOc1ccc(S(=O)(=O)Nc2cccnc2)cc1	129
COc1ccc(CNc2nc3nc(C)c(Cl)c(=O)n3[nH]2)cc1OC	102
COCCCN1C(=O)C(=O)/C(=C(/O)c2ccccc2)C1c1ccc2c(c1)OCO2 (stereo unspecified)	75
Cc1c(C(=O)NCCC2=CCCCC2)oc2ccc(S(=O)(=O)N3CCOCC3)cc12	78
Cc1noc(NS(=O)(=O)c2ccc(NC(=O)C34CCC(CC3)C4)cc2)c1C	76
CCCCOc1ccc(-c2nnc(N)s2)cc1	84
Cc1nnc(SCC(=O)N2CCCCC2)s1	94
Cc1ccc(-n2ncc3c(=O)n(CC(=O)NC4CCCCC4)cnc32)cc1C	92
COc1ccc2c(c1OC)C(=O)N1c3ccccc3COC21 (stereo unspecified)	73
O=C(CCS(=O)(=O)c1cccs1)Nc1ccc(C(=O)NCc2cccs2)cc1	73
c1cc(N2CCCC2)ccc1C(c1nnnn1C1CCCCC1)N1CCOCC1 (stereo unspecified)	77
CC1(C)CCCC2=C1CC1C(=O)N(Cc3cccnc3)C(=O)C1C2 (stereo unspecified)	110
OCc1cn(-c2ccccc2)nc1-c1ccc2c(c1)OCCO2	76
CCC(C)NC(=O)C1CCCN(C(=O)Nc2ccc(F)cc2)C1 (stereo unspecified)	92
C(=N\n1cnnc1)/c1cccc2ccccc12	107
c1ccc2sc(NC3=NCN(Cc4ccc5c(c4)OCO5)CN3)nc2c1	92
Nc1nc2c(s1)C(=O)CCC2	83
NC(=O)c1c(NC(=O)CSc2nnc(-c3ccccc3)n2CC2CCCO2)sc2c1CCC2 (stereo unspecified)	83
CCn1c(COc2cccc(OC)c2)nnc1SCC(=O)Nc1cccc(OC)c1	153
COC(=O)Nc1nnc(SCc2ccc(C)cc2)s1	113

# (list continues)
SMILES	SK-BR-3 tox 24h
COc1ccc(OC)c(S(=O)(=O)NCCC2=CCCCC2)c1	98
O=C(Nc1ccccc1Sc1ccccc1)C1CCCO1 (stereo unspecified)	90
Cc1ccc2c(C)nc(Nc3ncc4c(n3)CCCC4=O)nc2c1	90
CCSc1nc(-c2ccc(OC)cc2)n(-c2nc3ccccc3s2)n1	94
Brc1ccc2c(c1)CNc1c(ncnc1N1CCOCC1)O2	92
CCC(CC)C(=O)NCc1ccccc1OC	94
Cc1cnc(C(=O)Nc2nnc(C(C)C)s2)cn1	88
Cn1c(=O)[nH]c(=O)c2c1nc(N1CCOCC1)n2CCSc1ncccn1	88
O=C(O)CN(c1ccccc1)C1SC(=O)NC1=O (stereo unspecified)	81
CC(C)N1C(=O)C2C(C(=O)NC3CCCCC3)C3C=CC2(O3)C1C(=O)NC1CCCC1 (stereo unspecified)	89
COCCCN=CC1=C(O)CC(C)(C)CC1=O	80
Cc1ccc(S(=O)(=O)NC(CC(N)=O)C(=O)O)cc1 (stereo unspecified)	92
CCOc1ccccc1NC(=O)C1C2C=CC(O2)C1C(=O)O (stereo unspecified)	96
CCOC(=O)c1c(CC(C)C)csc1NC(C)=O	98
N#Cc1c(NC(=O)CCCN2C(=O)c3ccccc3C2=O)oc(-c2ccccc2)c1-c1ccccc1	82
c1ccc(-c2csc3ncn4nnnc4c23)cc1	89
Cc1ccc(N(C(=O)Cn2nnc3ccccc32)C(C(=O)NCc2ccco2)c2ccc(C)o2)cc1 (stereo unspecified)	83
CCCc1nnc(SCC(=O)Nc2ccc(OC)cc2)n1N	97
CC(=O)c1cccc(NC(=O)N2CCCC2C(=O)NCCC(C)C)c1 (stereo unspecified)	87
COc1cc2cc(C(c3nnnn3C3CCCC3)N3CCCCC3)c(=O)[nH]c2cc1OC (stereo unspecified)	86
Cn1c(C(O)c2ccccc2F)nc(Cl)c1Cl (stereo unspecified)	91
CC(CN1CCOCC1)OC(=O)c1ccccc1Br (stereo unspecified)	100

# Another view of some results above.
mol: Cc1ccc(N(C(=O)Cn2nnc3ccccc32)C(C(=O)NCc2ccco2)c2ccc(C)o2)cc1 (stereo unspecified)
- SK-BR-3 tox 24h: 83

mol: CCCc1nnc(SCC(=O)Nc2ccc(OC)cc2)n1N
- SK-BR-3 tox 24h: 97

mol: CC(=O)c1cccc(NC(=O)N2CCCC2C(=O)NCCC(C)C)c1 (stereo unspecified)
- SK-BR-3 tox 24h: 87

mol: COc1cc2cc(C(c3nnnn3C3CCCC3)N3CCCCC3)c(=O)[nH]c2cc1OC (stereo unspecified)
- SK-BR-3 tox 24h: 86

# Assay outcomes as filed in PubChem.
